# PTHR1 agonist: activates the human parathyroid hormone receptor PTHR1 | hit rate 0.075% among 410,000 | Potency, µM (top dose mostly 115 µM), for the others: top-dose activation, usual class: activators | Q03431 | HEK293 GP2 PTHR1 cells, GloSensor cAMP luminescence, 1 h | AID 743266; note: potency is the fitted concentration of half-maximal effect; nearly all actives have a fitted effect of over 55% in size; some results filed as inactive show a strong effect at the top dose; inactives centre near -15; many of its hits are not listed in these tables
# Target sequence (Q03431 whole entry, looked up): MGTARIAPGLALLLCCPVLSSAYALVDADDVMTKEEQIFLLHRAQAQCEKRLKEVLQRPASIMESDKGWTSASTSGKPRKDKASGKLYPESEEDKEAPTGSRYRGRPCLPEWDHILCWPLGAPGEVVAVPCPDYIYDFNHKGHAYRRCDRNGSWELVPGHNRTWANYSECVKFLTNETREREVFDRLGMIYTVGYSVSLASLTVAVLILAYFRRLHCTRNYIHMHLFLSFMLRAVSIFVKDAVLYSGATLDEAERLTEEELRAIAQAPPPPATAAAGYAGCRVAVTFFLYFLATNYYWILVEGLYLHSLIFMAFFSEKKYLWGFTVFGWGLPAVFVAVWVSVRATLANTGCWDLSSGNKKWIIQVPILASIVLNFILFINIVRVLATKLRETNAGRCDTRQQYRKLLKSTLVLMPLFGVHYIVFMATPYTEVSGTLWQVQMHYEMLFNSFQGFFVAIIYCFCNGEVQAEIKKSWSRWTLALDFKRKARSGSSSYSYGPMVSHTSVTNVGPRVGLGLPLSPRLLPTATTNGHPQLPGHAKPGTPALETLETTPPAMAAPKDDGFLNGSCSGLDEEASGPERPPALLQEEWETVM
#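 HEK-293-derived GP2 cells expressing PTHR1 and a GloSensor cAMP reporter, 3,000/well, plated overnight, given luciferin plus IBMX (each 0.5 mM as added) for 1 h at 37 °C, then compound for 1 h at 37 °C. Luminescence was read after 15 min at room temperature.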
# Abeta rescue: restores growth of yeast expressing A-beta42 peptide | hit rate 0.063% among 410,000 | AID 1347071 | yeast expressing A-beta42, growth rescue, OD600, 48 h; response scale: 0% DMSO, 100% iron-clioquinol control | Potency, µM (series often up to 46.1 µM), inactives show at the highest dose growth rescue, hits mostly activators; note: potency is the fitted concentration of half-maximal effect; nearly all actives have a fitted effect of over 55% in size
#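 Yeast growth medium received pinned compounds, then yeast cells expressing toxic A-beta were added; plates incubated at 30 C for 48 hr. Growth read as absorbance at 600 nm, normalized to DMSO and equimolar FeCl3 plus clioquinol controls.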
# GLP-1R inv ag: inverse agonists of human GLP-1 receptor | Potency, µM (series often up to 38.3 µM), for inactives: top-dose activity change, negative = inhibition, hits mostly inhibitors | HEK293 GLP-1R CRE-luciferase, luminescence, 24 h; GLP-1R form is constitutively active | AID 624417 | hit rate 1.6% among 410,000 | P43220; note: potency is the fitted concentration of half-maximal effect; % is set by controls: 0 for no effect and ±100 for the full control effect; nearly all actives have a fitted effect of over 55% in size
# Target sequence (P43220 whole entry, looked up): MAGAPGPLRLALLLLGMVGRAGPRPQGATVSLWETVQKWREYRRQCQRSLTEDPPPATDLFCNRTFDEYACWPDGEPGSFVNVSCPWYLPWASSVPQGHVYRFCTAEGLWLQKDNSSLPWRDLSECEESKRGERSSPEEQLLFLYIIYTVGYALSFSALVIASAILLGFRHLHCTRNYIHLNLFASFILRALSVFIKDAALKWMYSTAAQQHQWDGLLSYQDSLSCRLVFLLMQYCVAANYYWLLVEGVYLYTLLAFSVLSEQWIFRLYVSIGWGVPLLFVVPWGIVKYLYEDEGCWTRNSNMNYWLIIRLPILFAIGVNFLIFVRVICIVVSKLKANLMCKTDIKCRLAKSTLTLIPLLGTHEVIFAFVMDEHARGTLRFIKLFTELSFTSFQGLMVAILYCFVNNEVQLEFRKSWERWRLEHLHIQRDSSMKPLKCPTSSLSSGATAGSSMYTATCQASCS
#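 GLP-1R inverse agonism mode: basal reporter luminescence in engineered HEK293 cells measured after one day of compound exposure at 37 deg C, with a 12 min room-temperature detection step.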
# aSyn rescue: rescues yeast growth from alpha-synuclein toxicity. Yeast expressing alpha-synuclein, growth rescue, BacTiter-Glo, 24 h. Potency, µM (doses to about 46.1 µM), for inactives: at the highest dose growth rescue (activation), usual class: activators. hit rate 0.14% among 370,000; note: potency is the fitted concentration of half-maximal effect; % of control where 0% means no effect; nearly all actives have a fitted effect of over 65% in size
#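 Screening used galactose-induced yeast with toxic alpha-synuclein levels, exposed to compound for 24 hr at 30 deg C. Cell growth, read with BacTiter-Glo luminescence, gave the measured signal.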
# HEK293 tox: cytotoxic in the GLP-1 receptor inverse agonist counter-screen; HEK293 cAMP-luciferase reporter cells, luminescence, 24 h; Potency, µM (highest dose often 38.3 µM), for inactives: top-dose activity change, negative = inhibition, usual class: inhibitors; hit rate 0.13% among 410,000; AID 624418;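 note: loss of luciferase light is scored as toxicity; potency is the fitted concentration of half-maximal effect; % is set by controls: 0 for no effect and ±100 for the full control effect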
#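 Step one: seed cells (200 cells/uL, DMEM with 10% Nu serum, 1% pen-strep). Step two: 12-hour incubation at 37 deg C. Step three: pin 23 nL compound, incubate 24 hr. Step four: add luciferase reagent, read luminescence 12 min later.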
# Akt phos inh: inhibitors of Akt phosphorylation; activity change, % for hits at 50 µM; hit rate 0.32% among 360,000; Neuro2A IGF-stimulated pAkt S473 HTRF, 20 min; active compounds read low; AID 651550; in the data active = activity change below about -80%; inconclusive = mostly about -51% to -80%; note: % is set by controls: 0 for no effect and ±100 for the full control effect
#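 Neuro2A cells (4,500/well, DMEM with 0.5% FBS) were treated with compound at a single 50 µM final concentration, stimulated with 6 nM IGF for 20 min at 37 °C, and lysed. Phospho-Akt Ser473 was read by HTRF as 665/615 ratio ×10^4.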
# FUS yeast rescue: rescues growth of FUS-expressing yeast; Potency, µM (top dose mostly 76.6 µM), inactives show top-dose growth rescue (activation), hits mostly activators; S. cerevisiae FUS-expressing, growth rescue, OD600, 24 h; AID 1347120; hit rate 0.24% among 390,000;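 note: potency is the fitted concentration of half-maximal effect; plate controls were DMSO vehicle for no effect and reference control for full effect; nearly all actives have a fitted effect of over 55% in size; some results filed as inactive show a strong effect at the top dose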
#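 Absorbance at 600 nm, taken 24hr after compound addition, measured rescue of FUS-yeast growth at 30C. Induction used 2% galactose with seeding at OD 0.005. Controls: CP55940 from 92uM final, DMSO only.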
# MmCpn inh: blocks the Methanococcus maripaludis chaperonin Mm-Cpn; purified Mm-Cpn ATPase, ADP Transcreener TR-FRET; Potency, µM (doses to about 76.9 µM), inactives show at the top dose activity, negative = inhibition, hits mostly inhibitors; hit rate 0.031% among 330,000; AID 504842; note: potency is the fitted concentration of half-maximal effect; % is set by controls: 0 for no effect and ±100 for the full control effect; nearly all actives have a fitted effect of over 80% in size
#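 ATPase read-out: TR-FRET ADP immunoassay (anti-ADP Eu cryptate vs ADP-d2), ex 320 nm, em 590/665 nm; signal drops as ADP forms. Enzyme 25 nM, ATP 10 uM, 30 min at 37°C after 10 min compound preincubation.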
# TDP-43 yeast inh: rescues yeast growth from TDP-43 toxicity | TDP-43 expressing yeast growth rescue, BacTiter-Glo, 24 h | Potency, µM (titrated, usually from 46.1 µM), inactives show at the highest dose growth rescue (activation), usual class: activators | hit rate 1.8% among 410,000; note: potency is the fitted concentration of half-maximal effect; % of control where 0% means no effect; nearly all actives have a fitted effect of over 50% in size
#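 Growth rescue of TDP-43-toxic yeast measured as ATP luminescence (BacTiter-Glo). Cells grown to mid-log in raffinose, induced in galactose at OD600=0.02, exposed to compound 24 hr at 30 deg C.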
# Active calls of the source: *; i = inactive; ? = inconclusive; . = not tested or not shown; [ ] = remark or other dose. Unless noted, calls come from the whole dose curve; as a rule, active = well fitted curve in the direction sought with a large enough effect; inconclusive = small, poorly fitted or top-dose-only effect, or another doubt; inactive = no such curve, though single readings can be large; an effect the other way counts as inactive or inconclusive. The list is partial; count on the stated rates, not on these rows.
item	structure	PTHR1 agonist	Abeta rescue	GLP-1R inv ag	aSyn rescue	HEK293 tox
1	COc1cccc(C(=O)N/N=C(\C)c2ccc(NC(=O)Cc3ccccc3)cc2)c1OC	i	3%	-5%	-4%	-19%
2	COc1ccc(Cl)cc1Cn1c(C)c(C(=O)NCc2cccc([N+](=O)[O-])c2)sc1=O	i	2%	?	?	-5%
3	COc1ccc(Nc2cc(C)nc(-n3nc(C)cc3C)n2)cc1	-10%	4%	0%	-19%	-6%
4	COc1cc(Cl)cc(C(=O)O)c1OCC(=O)O	-39%[inhibitor]	2%	16%	-3%	-3%
5	CCc1cccc(NC(=O)C2CCN(S(=O)(=O)c3cccs3)CC2)c1	-6%[57.5 µM]	8%	-2%	26%	-9%
6	C[C@H](NC(=O)c1ccco1)C(=O)NNC(=O)c1ccc(F)cc1	i	-8%	-14%	-13%	-6%
7	COc1ccc(-c2cc(C(=O)OC(C)C(=O)Nc3c(C)n(C)n(-c4ccccc4)c3=O)c3ccccc3n2)cc1 (stereo unspecified)	-14%	3%	0%	1%	-14%
8	Clc1ccc(SCc2cc(N3CCOCC3)nc(-c3ccccn3)n2)cc1	i	13µM*	?	0%	-20%

item	Akt phos inh	FUS yeast rescue	MmCpn inh	TDP-43 yeast inh
1	i	-22%	-1%	2%
2	i	?	.	6%
3	i	13%	-14%	-11%
4	i	15%	-1%	-27%
5	.	21%	1%	-7%
6	i	1%	1%	-18%
7	i	.	-2%	9%
8	i	16%	-1%	-10%

# The list goes on:
item	structure	PTHR1 agonist	Abeta rescue	GLP-1R inv ag	aSyn rescue	HEK293 tox
9	Cc1ccc(-n2ncc(C(=O)N3CCCCC3)c2C2CCN(C(=O)OC(C)(C)C)CC2)c(C)c1	i	1%	1%	.	-6%
10	Cn1c(=O)c2[nH]c(Nc3ccccc3)nc2n(C)c1=O	i	-10%	?	5%	-13%
11	CC(C)CC1CCCCC1OC(=O)CN1CCCCC1 (stereo unspecified)	i	3%	19%	3%	7%
12	Cc1ccc(CN2CCN(/N=C\C(Br)=C\c3ccccc3)CC2)cc1	-32%[inhibitor]	-15%	?	2%	-7%
13	C=CCN(Cc1nc(-c2ccccc2)no1)C(=O)c1ccco1	i	18%	-21%	13%	12%
14	C/C(N)=C(/C#N)C(=O)CSc1nc2ccccc2c(=O)n1-c1ccc(C)c(Cl)c1	-21%	-3%	4%	4%	8%
15	CCc1nnc(NC(=O)c2n[nH]c(=O)c3ccccc23)s1	5%	-8%	5%	2%	-8%
16	Cc1ccc(Nc2nnc(SCC(=O)NCCN3C(=O)CSC3=O)s2)cc1	-6%	5%	-4%	-10%	-15%

item	Akt phos inh	FUS yeast rescue	MmCpn inh	TDP-43 yeast inh
9	.	11%	.	-3%
10	i	6%	-2%	-7%
11	i	-6%	-4%	-2%
12	i	9%	3%	13µM*
13	i	14%	2%	-6%
14	i	8%	0%	3%
15	i	-13%	0%	-12%
16	i	23%	0%	11%

# (list continues)
item	structure	PTHR1 agonist	Abeta rescue	GLP-1R inv ag	aSyn rescue	HEK293 tox
17	COc1cc(C(=O)N2CCCCC2c2cc(C(=O)NC(C)C)no2)cc(OC)c1C (stereo unspecified)	-22%	-15%	11%	-2%	4%
18	O=C(N/N=C/c1ccccc1O)c1ccc2c(c1)OCO2	-19%	-10%	?	14%	83%[activator]
19	Cc1ccc(N(C(C)C(=O)O)S(=O)(=O)c2c(C)[nH]c(=O)[nH]c2=O)cc1 (stereo unspecified)	i	9%	14%	4%	-15%
20	C/C=C(\C)C(=O)NCCN1C2=NC[C@@H](C)N2C[C@@H]1Cc1ccc(OC)cc1	-17%	-14%	15%	0%	8%
21	O=C(CSCc1ccccc1)N/N=C/c1cc2c(cc1Br)OCO2	-83%[inhibitor]	27%	0%	4%	3%
22	COc1ccc(CCNC(=O)CN(c2cc(C(F)(F)F)ccc2Cl)S(C)(=O)=O)cc1	-23%	5%	-2%	.	3%
23	CC1CCCC(NC(=O)COC(=O)Cc2ccsc2)C1C (stereo unspecified)	i	4%	9%	1%	2%
24	COc1ccc(C(=O)N/C(=C\c2ccccc2)C(=O)N2CCOCC2)cc1	i	3%	-6%	9%	-2%

item	Akt phos inh	FUS yeast rescue	MmCpn inh	TDP-43 yeast inh
17	i	11%	.	14%
18	i	-10%	0%	1%
19	i	-24%	4%	8%
20	i	-5%	.	7%
21	i	.	?	-6%
22	.	15%	.	?
23	i	26%	-3%	4%
24	i	.	1%	12%

# Other compounds.
item	structure	PTHR1 agonist	Abeta rescue	GLP-1R inv ag	aSyn rescue	HEK293 tox
25	CCCCCCN[C@H]1CCC2C3CC=C4C[C@@H](O)CC[C@]4(C)C3CC[C@@]21C (stereo partly specified)	i	-6%	-34%	15%	6%
26	COc1ccc(S(=O)(=O)N2CCCCC2)cc1NC(=O)CN1C(=O)NC(C)(C2CC2)C1=O (stereo unspecified)	i	7%	-1%	-4%	-22%
27	CCCCOC(=O)Nc1ccc(S(=O)(=O)Nc2ccc([N+](=O)[O-])cc2)cc1	-26%	-3%	?	-2%	-12%
28	CC(C(=O)NC(=O)NC1CCCCC1)N1CCN(c2ccc(O)cc2)CC1 (stereo unspecified)	-29%	-26%	?	17%	2%
29	O=C(Cn1nnc(-c2ccccc2F)n1)Nc1ccc2c(c1)OCCO2	i	14%	-2%	7%	1%
30	CN(CC(=O)Nc1ccc(Cl)c(C(F)(F)F)c1)C(=O)c1cccnc1Sc1ccccc1	-17%	12%	?	5%	-27%
31	COc1ccc(NC(=O)c2ccc(S(=O)(=O)N3CCCC3)cc2)cc1OC	i	4%	13%	5%	-30%
32	CCn1nccc1C(=O)Nc1nccs1	-13%[57.5 µM]	8%	2%	-5%	-15%

item	Akt phos inh	FUS yeast rescue	MmCpn inh	TDP-43 yeast inh
25	i	13%	0%	?
26	i	.	0%	9%
27	i	.	-1%	-15%
28	i	.	0%	-9%
29	i	3%	-1%	1%
30	i	44%	1%	12%
31	i	5%	0%	17%
32	i	-12%	1%	9%

# (continued)
item	structure	PTHR1 agonist	Abeta rescue	GLP-1R inv ag	aSyn rescue	HEK293 tox
33	CCC(C(=O)Nc1cc(-c2cn3cccnc3n2)ccc1C)c1ccccc1 (stereo unspecified)	-14%	-14%	5%	.	0%
34	O=c1c2ccccc2nnn1CCO	-13%	7%	21%	7%	1%
35	CCCCn1c(N)c(N(CC(C)C)C(=O)CSC(C)C(=O)Nc2cc(C)on2)c(=O)[nH]c1=O (stereo unspecified)	i	1%	7%	22%	-3%
36	CCOc1ccc(CC(=O)NC2CC(=O)N(c3ccc4c(c3)OCCO4)C2)cc1 (stereo unspecified)	i	-27%	-9%	.	-3%
37	O=S(=O)(Nc1ccc(Cl)cc1)c1cccc(S(=O)(=O)c2ccc(Cl)c(Cl)c2)c1	-13%	-12%	?	.	-7%
38	CCOC(=O)C1CCN(C(=O)CCNS(=O)(=O)c2ccc3c(c2)CCN3C(=O)CC)CC1	-36%[inhibitor]	-3%	22%	10%	5%
39	O=C(CC1C(=O)NCCN1Cc1cccc(Oc2ccccc2)c1)NCc1cccnc1 (stereo unspecified)	i	-16%	-4%	9%	-4%
40	CCCC(CCC(=O)Nc1ccc(S(N)(=O)=O)cc1)C(=O)O (stereo unspecified)	7%	-7%	-27%	-1%	-7%

item	Akt phos inh	FUS yeast rescue	MmCpn inh	TDP-43 yeast inh
33	.	4%	.	-14%
34	i	-27%	-13%	15%
35	i	-7%	1%	13%
36	.	-5%	.	22%
37	.	-2%	.	0%
38	i	3%	-6%	17%
39	i	11%	0%	-2%
40	i	26%	-4%	-5%

# The last 3 records of the section before come first, to join the parts.
item	structure	PTHR1 agonist	Abeta rescue	GLP-1R inv ag	aSyn rescue	HEK293 tox
38	CCOC(=O)C1CCN(C(=O)CCNS(=O)(=O)c2ccc3c(c2)CCN3C(=O)CC)CC1	-36%[inhibitor]	-3%	22%	10%	5%
39	O=C(CC1C(=O)NCCN1Cc1cccc(Oc2ccccc2)c1)NCc1cccnc1 (stereo unspecified)	i	-16%	-4%	9%	-4%
40	CCCC(CCC(=O)Nc1ccc(S(N)(=O)=O)cc1)C(=O)O (stereo unspecified)	7%	-7%	-27%	-1%	-7%
41	COc1ccc(OC)c(NC(=O)CSc2nnc(CNC(=O)c3cccs3)o2)c1	-4%	?	-6%	?	-6%
42	CSc1nsc(SCC(=O)N2CCCc3ccccc32)n1	i	-10%	?	-5%	-3%
43	O=C1CCC(=O)N1CC(O)COc1ccccc1 (stereo unspecified)	i	10%	5%	1%	-2%
44	CCCCC12CN3CC(C)(CN(C1)C31C(=O)N(C)c3ccc(C)cc31)C2=O (stereo unspecified)	-6%[57.5 µM]	17%	0%	7%	-49%
45	CN(C)CCCN(C(=O)c1ccc(S(=O)(=O)N(C)C2CCCCC2)cc1)c1nc2ccc(F)cc2s1	i	24%	?	5%	?
46	Cc1ccc(S(=O)(=O)c2cn(CC(=O)Nc3cccc(C)c3)c3cc4c(cc3c2=O)OCO4)cc1	-14%	-1%	2%	.	-2%

item	Akt phos inh	FUS yeast rescue	MmCpn inh	TDP-43 yeast inh
38	i	3%	-6%	17%
39	i	11%	0%	-2%
40	i	26%	-4%	-5%
41	i	27%	0%	-8%
42	i	13%	-1%	-8%
43	i	-32%	-5%	4%
44	i	25%	4%	-5%
45	i	?	-4%	-6%
46	.	?	.	1%

# Individual results from the entries so far.
# no. 41 – PTHR1 agonist = -4%
# no. 46 – HEK293 tox = -2%

# Compound activity (PubChem BioAssay)
